# FLuc counter = qHTS profiling assay for firefly luciferase inhibitor/activator using purifed enzyme and Km concentrations of substrates (counterscreen for miR-21 project) | AID 588342, 2011 | purified FLuc, Km substrates, luminescence inhibition | 360,000 compounds, 6.9% hits | Potency, µM (series often up to 57.5 µM), for inactives: top-dose activity change, negative = inhibition, usual class: inhibitors | Luciferin 4-monooxygenase (Photinus pyralis), P08659;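 further: potency means the concentration at half of the fitted maximal effect; plate controls were vehicle for no effect and reference inhibitor for full effect; nearly all actives have a fitted effect of over 55% in size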
# Target sequence (P08659 whole entry, looked up): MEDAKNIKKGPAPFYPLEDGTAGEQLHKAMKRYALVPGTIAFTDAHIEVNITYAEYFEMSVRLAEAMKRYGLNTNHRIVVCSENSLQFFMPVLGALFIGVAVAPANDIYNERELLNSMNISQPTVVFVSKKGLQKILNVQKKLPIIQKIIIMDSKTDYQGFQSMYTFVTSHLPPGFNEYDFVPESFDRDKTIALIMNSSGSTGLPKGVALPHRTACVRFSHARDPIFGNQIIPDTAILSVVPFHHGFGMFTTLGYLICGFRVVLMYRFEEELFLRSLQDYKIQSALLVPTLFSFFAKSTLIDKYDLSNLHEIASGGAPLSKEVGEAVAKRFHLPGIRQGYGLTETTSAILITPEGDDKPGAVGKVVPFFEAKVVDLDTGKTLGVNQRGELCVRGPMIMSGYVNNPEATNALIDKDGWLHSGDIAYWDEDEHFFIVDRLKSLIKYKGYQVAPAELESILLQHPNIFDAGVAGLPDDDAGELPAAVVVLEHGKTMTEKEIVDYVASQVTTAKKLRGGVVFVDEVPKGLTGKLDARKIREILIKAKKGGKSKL
#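 Biochemical qHTS of compounds, final roughly 60 µM downward over six points, against 10 nM purified firefly luciferase using Km concentrations of substrates (10 uM D-luciferin, 10 uM ATP) in Tris acetate pH 7.5 buffer; luminescence output.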
# Giardia kill = Small Molecules that selectively kill Giardia lamblia: qHTS; AID 540267, 2011; activity change, % at 7.66 µM, hits read low; Giardia lamblia trophozoite viability; 340,000 compounds, 0.15% hits; in the data active means activity change below about -80%; inconclusive means between about -30% and that limit;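 further: parasites exposed to compound for two days anaerobically before the ATP read; on the % scale 0 is the no-effect control and ±100 the full control effect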
#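 Giardia lamblia trophozoites (100 cells/well) were incubated with compounds for 48 h at 37 deg C under anaerobic conditions. Viability was read as ATP content by one-step luminescence after 15-30 min at room temperature.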
# p53 reactivation = qHTS assay for re-activators of p53 using a Luc reporter; H1299 p53-A138V BP100-luciferase reporter, luminescence, 24 h; Potency, µM (highest dose often 92.2 µM), inactives show at the highest dose activity change, positive = activation, usual class: activators; 320,000 compounds, 0.063% hits; further: potency means the concentration at half of the fitted maximal effect; % of control where 0% means no effect; nearly all actives have a fitted effect of over 45% in size
#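 H1299 (p53-null), stable ts p53-A138V + BP100-Luc; 1000 cells/well, Opti-MEM/10% FBS; cpd 4 pt, 1:5; 24 h, 37 deg C, 5% CO2; detection reagent 10 min RT; luminescence.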
# NPC1 promoter act = qHTS Assay for NPC1 Promoter Activators | Huh7 NPC1 promoter luciferase reporter, 24 h | Potency, µM (series often up to 9.22 µM), for the others: top-dose activation, usual class: activators | 320,000 compounds, 2.4% hits;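 further: potency means the concentration at half of the fitted maximal effect; % of control where 0% means no effect; nearly all actives have a fitted effect of over 60% in size; reporter is driven by a mutant NPC1 promoter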
#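 Readout is luciferase luminescence, reflecting NPC1 promoter activation in stably transfected Huh7 cells after 24 h compound exposure at 37 °C in reduced-serum medium with 10% FBS.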
# ELG1 genotox = qHTS screen for small molecules that induce genotoxicity in human embryonic kidney (HEK293T) cells expressing luciferase-tagged ELG1; Potency, µM (series often up to 46 µM), for the others: top-dose activity change, positive = activation, hits mostly activators; AID 504466, 2011; 330,000 compounds, 1.3% hits; HEK293T ELG1-luciferase reporter, luminescence, 16 h; further: potency means the concentration at half of the fitted maximal effect; % of control where 0% means no effect; nearly all actives have a fitted effect of over 60% in size
#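 Step 1: seed 2,000 HEK293T ELG1-luciferase cells per well. Step 2: add compound or DMSO, incubate 16 hr at 37 °C. Step 3: ONE-Glo, 30 min at room temperature, read luminescence.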
# Rab9 prom act = qHTS Assay for Rab9 Promoter Activators | Potency, µM (doses to about 9.22 µM), inactives show at the highest dose activation, negative = inhibition, hits mostly activators | Huh7 Rab9 promoter-luciferase reporter, luminescence, 24 h | 320,000 compounds, 2.8% hits | AID 485297, 2010; further: potency means the concentration at half of the fitted maximal effect; % of control where 0% means no effect; nearly all actives have a fitted effect of over 60% in size
#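 Quantitative HTS format; Huh7 Rab9-luciferase reporter cells (1500/well) receive compound 2 h post-plating, incubate 24 h at 37 °C, then get luciferase reagent for 10 min before luminescence reading.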
# RORgamma inh = qHTS for inhibitors of ROR gamma transcriptional activity; AID 2551, 2010; Drosophila S2 Gal4-RORgamma UAS-luciferase reporter, 20 h; 310,000 compounds, 5.4% hits; Nuclear receptor ROR-gamma (Mus musculus), P51450; Potency, µM (series often up to 53.6 µM), for the others: at the highest dose activity change, negative = inhibition, hits mostly inhibitors; further: potency means the concentration at half of the fitted maximal effect; on the % scale 0 is the no-effect control and ±100 the full control effect; nearly all actives have a fitted effect of over 60% in size
# Target sequence (P51450 whole entry, looked up, the tested form may be a part): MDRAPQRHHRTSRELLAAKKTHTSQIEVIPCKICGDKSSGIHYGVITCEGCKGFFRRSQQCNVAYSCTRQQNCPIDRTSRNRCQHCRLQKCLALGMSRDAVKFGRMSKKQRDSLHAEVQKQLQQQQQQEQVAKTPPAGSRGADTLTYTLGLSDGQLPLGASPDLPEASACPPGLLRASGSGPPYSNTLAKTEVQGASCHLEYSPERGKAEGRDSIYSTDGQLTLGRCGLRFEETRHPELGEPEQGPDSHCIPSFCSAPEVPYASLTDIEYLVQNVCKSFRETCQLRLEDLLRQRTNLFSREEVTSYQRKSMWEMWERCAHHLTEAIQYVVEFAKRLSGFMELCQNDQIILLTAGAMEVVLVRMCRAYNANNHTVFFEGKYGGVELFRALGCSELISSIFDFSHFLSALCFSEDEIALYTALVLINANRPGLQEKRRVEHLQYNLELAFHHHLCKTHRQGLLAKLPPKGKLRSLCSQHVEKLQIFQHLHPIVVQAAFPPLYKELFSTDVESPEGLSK
#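 Stably transfected Drosophila Schneider cells are the test system, with ROR gamma fused to Gal4 and luciferase under UAS control; luminescence is read after 20 hr of 700 uM copper sulfate induction at ambient temperature.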
# BRCA1 expr up = qHTS Assay to Identify Small Molecule Activators of BRCA1 Expression; MCF7-BRCA1-FFLuc reporter, luminescence, 48 h; response scale: scaled: vehicle 0%, 10 µM genistein 100%; Potency, µM (doses to about 46.1 µM), without a hit: at the top dose activation, hits mostly activators; 380,000 compounds, 1.1% hits; AID 624202, 2012; further: potency means the concentration at half of the fitted maximal effect; nearly all actives have a fitted effect of over 80% in size; some results filed as inactive show a strong effect at the top dose
#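 Using MCF7 cells harboring a BRCA1 firefly luciferase reporter, plated 2 h before compound pinning, the screen measured luminescence after 48 h incubation. Responses were normalized to DMSO and 10 microM genistein, then fitted for concentration-effect.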
# Gal4-VP16 FLuc = VP16 counterscreen qHTS for inhibitors of ROR gamma transcriptional activity; Drosophila S2 Gal4-VP16 UAS-luciferase, luminescence, 20 h; Potency, µM (doses to about 53.6 µM), for the others: at the top dose activity, negative = inhibition, usual class: inhibitors; 310,000 compounds, 3.5% hits; AID 2546, 2010;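 further: Gal4-VP16 expression switched on by copper sulfate through the metallothionein promoter; potency means the concentration at half of the fitted maximal effect; on the % scale 0 is the no-effect control and ±100 the full control effect; nearly all actives have a fitted effect of over 50% in size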
# PKM2 activator = qHTS Assay for Activators of Human Muscle isoform 2 Pyruvate Kinase; Pyruvate kinase PKM (Homo sapiens), P14618; purified PKM2, Kinase-Glo ATP luminescence, activation; response scale: 0% is enzyme alone, no compound; 260,000 compounds, 0.34% hits; Potency, µM (series often up to 57.5 µM), without a hit: at the top dose activation, actives largely listed as activators; further: potency means the concentration at half of the fitted maximal effect; on the % scale 0 is the no-effect control and ±100 the full control effect; nearly all actives have a fitted effect of over 55% in size
#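 Kinase-Glo luminescence reports ATP generated from ADP (0.1 mM) and PEP (0.5 mM) by purified hPK-M2 after 1 h at room temperature, pH 7.2 imidazole buffer; intermediate enzyme activity allows detecting inhibitors and activators.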
# Menin MLL FP TR = qHTS Assay for Inhibitors Targeting the Menin-MLL Interaction in MLL Related Leukemias: Competition With Texas Red Labeled MLL-derived Mutant Peptide. Potency, µM (series often up to 61.6 µM), inactives show at the highest dose FP activity change, negative = inhibition, most hits filed as inhibitors. Menin + Texas Red MLL mutant peptide, fluorescence polarization. 270,000 compounds, 0.23% hits. O00255; active means well fitted inhibition curve with a large enough effect in the polarisation, with a control signal flat, not every such curve was filed as active; inconclusive means small, poorly fitted or top-dose-only effect, or effect the other way, or a change in a side signal; inactive means no such curve, though single readings can be large or run the other way; the % refers to the polarisation; further: potency means the concentration at half of the fitted maximal effect; % of control where 0% means no effect; many of its hits are not listed in these tables
# Starred values were filed as active, the others as inactive; ? = inconclusive; . = not tested or not shown; [ ] = another dose, or the depositor's remark. Unless noted, the call rests on the fitted dose curve; in most records, active means well fitted curve in the direction sought with a large enough effect; inconclusive means small, poorly fitted or top-dose-only effect, or another doubt; inactive means no such curve, though single readings can be large; an effect the other way counts as inactive or inconclusive.
SMILES,FLuc counter,Giardia kill,p53 reactivation,NPC1 promoter act,ELG1 genotox,Rab9 prom act,RORgamma inh,BRCA1 expr up,Gal4-VP16 FLuc,PKM2 activator,Menin MLL FP TR
COc1cc2c(cc1OC)-c1cc(Nc3cccc(C)c3)nc(=O)n1CC2,?,11,-7%,-1%,?,0%,-26%,-12%,-1%,.,?
COc1ccccc1CNC(=O)Cn1cnc2ccccc2c1=O,3%,3,5%,9%,1%,4%,18%,5%,12%,4%,-7%
CC(=O)c1ccc([N+](=O)[O-])c(CS(=O)(=O)c2ccc(Cl)cc2)c1,-1%,-10,20%,2%,0%,-6%,-5%,-7%,-18%,.,2%
COc1ccc(C(CNC(=O)CSc2ccc(Br)cc2)N2CCOCC2)cc1 (stereo not drawn),-10%,0,-6%,12%,?,17%,.,-3%,.,.,.
CC1CCCCN1C(=O)CCC(=O)Nc1nnc(C2CCCCC2)s1 (stereo not drawn),-3%,-11,5%,-3%,0%,3%,-15%,9%,-3%,.,.
NNC(=O)CNc1ccccc1Cl,0%,0,5%,-2%,1%,-6%,-12%,24%,4%,-2%,-1%
CC(C)(C)C1CCC(=NNc2nc3ccccc3[nH]2)CC1 (stereo not drawn),13µM*,4,4%,2%,0%,17%,18µM*,-4%,7%,4%,-2%
CCOc1ccc(CN2CCNC(=O)C2CC(=O)OC)cc1 (stereo not drawn),1%,?,5%,2%,-9%,2%,0%,-7%,-3%,-10%,0%
CC(c1ccccc1)n1cc(C(=O)NCC2COc3ccccc3O2)nn1 (stereo not drawn),8%,14,4%,-4%,-1%,0%,?,3%,22%,-3%,10%
COCCNC(=O)C1CCN(C(=O)C2CC(=O)N(c3ccc(C)cc3)C2)CC1 (stereo not drawn),3%,27,-2%,-1%,0%,-2%,-4%,-26%,-7%,0%,1%
Cc1ccc(NC2=CC(=O)CC(c3ccccc3)C2)cc1 (stereo not drawn),2%,0,-10%,-21%,1%,-20%,45%,-58%,0%,-4%,2%
O=C(NC(=S)NCC1CCCO1)c1ccco1 (stereo not drawn),3%,-2,5%,-2%,0%,19%,-9%,5%,3%,-6%,-1%
COC(=O)C(=CC(=CN(C)C)C=C(C(=O)OC)C(=O)OC)C(=O)OC,-1%,8,1%,-6%,1%,0%,7%,4%,-3%,0%,.
O=C(CNC(=O)c1ccccc1F)NCCc1ccc(Cl)cc1Cl,1%,-4,-10%,-5%,0%,-1%,21%,17%,-16%,0%,?
C=CCOc1ccc2ccccc2c1CNn1c(C)n[nH]c1=S,-9%,-12,?,7%,-4%,0%,?,-15%,?,1%,-9%
COc1ccc(NC(=S)NNc2ccc(C(=O)O)cc2)cc1,?,43[activator],7%,6%,?,7%,?,59%,-12%,.,.
CCCN1C(=O)CN(C2CCCCCC2)C(=O)C1c1ccc(C)cc1 (stereo not drawn),2%,-18,-5%,2%,-2%,-3%,43%,-27%,5%,-5%,?
O=C(CSc1nc(O)c(Cc2ccccc2)c(=O)[nH]1)Nc1ccccc1,-10%,9,19%,0%,7%,-4%,-3%[0.365 µM],10%,.,-2%,8%
NC(=O)c1nsc(C(=O)N(c2cccc(F)c2)C(C(=O)NC2CCCC2)c2ccco2)c1N (stereo not drawn),1%,2,1%,-6%,-16%,1%,-17%,-60%,-14%,3%,13%
Cc1cccc(N2CCN(C(=O)c3ccc(N4CCCC4=O)cc3)CC2C)c1 (stereo not drawn),6%,16,2%,-7%,-4%,-4%,11%,-28%,-5%,12%,-25%
CCOC(=O)c1cccc(NC(=O)N2CCOCC2)c1,-15%,-13,4%,-1%,0%,1%,-9%,10%,-22%,-1%,11%
COC(=O)c1ccccc1NC(=S)NC(=O)c1ccccc1C,3%,-7,-3%,2%,5%,-7%,7.9µM*,-26%,?,-2%,10%
COC(=O)C1=C(C(=O)OC)SC(=C2C(=S)C(C)(C)N(C(=O)C(C)C)c3ccccc32)S1,-5%,-13,-3%,-1%,-4%,-5%,7%,-5%,6%,-7%,-3%
O=C(O)c1ccccc1Nc1ccnc(Cl)n1,?,-3,11%,19%,11%,28%,10%,90%,-10%,3%,.
CC1(C)CNC(=O)c2sc(N3CCOCC3)nc2C1,4%,-21,.,.,.,.,-24%,-80%,-10%,-1%,-15%

# 7 entries from above in a different format:
# Below each SMILES: FLuc counter	Giardia kill	p53 reactivation	NPC1 promoter act	ELG1 genotox	Rab9 prom act	RORgamma inh	BRCA1 expr up	Gal4-VP16 FLuc	PKM2 activator	Menin MLL FP TR
CC(=O)c1ccc([N+](=O)[O-])c(CS(=O)(=O)c2ccc(Cl)cc2)c1
  -1%	-10	20%	2%	0%	-6%	-5%	-7%	-18%	.	2%
COc1ccc(C(CNC(=O)CSc2ccc(Br)cc2)N2CCOCC2)cc1 (stereo not drawn)
  -10%	0	-6%	12%	?	17%	.	-3%	.	.	.
CC1CCCCN1C(=O)CCC(=O)Nc1nnc(C2CCCCC2)s1 (stereo not drawn)
  -3%	-11	5%	-3%	0%	3%	-15%	9%	-3%	.	.
NNC(=O)CNc1ccccc1Cl
  0%	0	5%	-2%	1%	-6%	-12%	24%	4%	-2%	-1%
CC(C)(C)C1CCC(=NNc2nc3ccccc3[nH]2)CC1 (stereo not drawn)
  13µM*	4	4%	2%	0%	17%	18µM*	-4%	7%	4%	-2%
CCOc1ccc(CN2CCNC(=O)C2CC(=O)OC)cc1 (stereo not drawn)
  1%	?	5%	2%	-9%	2%	0%	-7%	-3%	-10%	0%
CC(c1ccccc1)n1cc(C(=O)NCC2COc3ccccc3O2)nn1 (stereo not drawn)
  8%	14	4%	-4%	-1%	0%	?	3%	22%	-3%	10%

# New compounds follow
SMILES,FLuc counter,Giardia kill,p53 reactivation,NPC1 promoter act,ELG1 genotox,Rab9 prom act,RORgamma inh,BRCA1 expr up,Gal4-VP16 FLuc,PKM2 activator,Menin MLL FP TR
CC(NC(=O)CSc1n[nH]c(=O)[nH]c1=O)C1CC2CCC1C2 (stereo not drawn),-2%,12,-2%,0%,0%,-2%,-7%,3%,1%,0%,.
CCN(c1ccccc1)S(=O)(=O)c1ccc(NC(=S)NC(=O)c2ccc(Br)o2)cc1,2%,-14,6%,-4%,-11%,-8%,4.5µM*,-23%,16µM*,0%,?
Cc1cc2c(c(SCC(=O)NCc3ccc(Cl)cc3)n1)C(=O)OC2,-1%,5,-5%,-1%,0%,2%,-2%,0%,1%,.,-13%
O=C(Nc1cccc(S(=O)(=O)N2CCCCC2)c1)C1CCN(C(=O)c2ccc(Cl)cc2)CC1,0%,-9,9%,-6%,-2%,-1%,.,-45%,.,.,.
CCOCC(=O)Nc1cc([N+](=O)[O-])ccc1OC,1%,-16,2%,-3%,0%,-1%,1%,-13%,1%,1%,12%
Cc1sc2ncnc(NCC(c3ccco3)N(C)C)c2c1C (stereo not drawn),?,3,-2%,-2%,-7%,-1%,-32%,-23%,-12%,-26%,29%
CC(C)(NC(=O)NC(CO)c1ccccc1)c1cccc(C(C)(C)NC(=O)NC(CO)c2ccccc2)c1 (stereo not drawn),5%,-8,-2%,2%,-3%,2%,.,7%,.,.,.
N/C(=N\OC(=O)CCCCCN1C(=O)c2ccccc2C1=O)c1ccccc1,-17%,0,24%,1%,-1%,15%,?,28%,-26%,5%,-12%
COc1ccc(/C=N/NC(=S)NC2CCS(=O)(=O)C2)cc1 (stereo not drawn),0%,-4,-27%,0%,0%,-3%,7.1µM*,-23%,4.5µM*,7%,?
O=c1oc2ccccc2c2c1ncn2CCN1CCOCC1,1%,5,-2%,-1%,-1%,6%,1%,56%,6%,10%,0%
Cc1cccc(CN2C(=O)/C(=C\c3ccc(C(=O)NCCCN4CCN(C)CC4)cc3)Oc3ccccc32)c1,?,.,-23%,-3%,?,-3%,?,.,?,-7%,1%

# Not all compounds are listed; rates above refer to the full screens.
